Screens deposited in PubChem BioAssay by several laboratories.
LYP inh 2 – blocks human PTPN22 phosphatase activity. Q9Y2R2. recombinant LYP catalytic domain, DiFMUP fluorescence. inhibition, % at 2 µM. 96,000 tested, 0.21% active. AID 640;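 active means inhibition at 2 µM at or above a set limit, the screen mean plus 3 SD, cut at about 24% in these data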;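 further: 0% = DMSO with enzyme and 100% = enzyme fully blocked by orthovanadate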
EphB4 antag – antagonists of human EphB4-ephrin-B2 interaction; EphB4 LBD / TNYL-RAW-Alexa532 peptide, fluorescence polarization; P54760; 97,000 tested, 0.15% active; inhibition, % at 7 µM;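 active means inhibition above the screen-wide mean inhibition plus 3 SD, cut at about 15% in these data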;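 further: 0% = DMSO wells and 100% = excess unlabeled TNYL-RAW peptide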
PTPN22 act – activators of human LYP (PTPN22) phosphatase; Q9Y2R2; recombinant LYP, DiFMUP fluorescence; 0 = plate median, 100 = signal doubled; activation, % at 2 µM; 96,000 tested, 0.11% active; AID 697;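 active means activation at 2 µM above a set limit, the mean plus 5 SD, cut at about 37% in these data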
PTK2B oligo ant – Pyk2 (human) oligomerization antagonism; 99,000 tested, 0.83% active; Q293 cells, Pyk2 FERM NanoBiT luminescence; hits give low values; z-score (the deposit names both 25 µM and 10 µM);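 active means Z-score of -3 or lower, scaled per plate to the spread of control and sample wells; inactive means z-score above -3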;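 further: negative z-score means lost luminescence so less FERM oligomerization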
Rev-RRE block – inhibitors of HIV-1 Rev-RRE RNA interaction; P05866; Rev peptide-RRE RNA binding, FRET; inhibition, % at 8 µM; 97,000 tested, 0.79% active; AID 704;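 active means inhibition above the screen-wide mean plus 3 SD, cut at about 35% in these data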;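 further: 0% = median DMSO wells and 100% = median Neomycin B control wells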
Target sequence (P05866 whole entry, looked up): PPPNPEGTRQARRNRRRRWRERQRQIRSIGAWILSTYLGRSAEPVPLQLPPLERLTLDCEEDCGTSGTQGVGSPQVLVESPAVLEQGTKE
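Material: labelled RRE RNA duplex and labelled Rev peptide / Buffer or medium: HEPES pH 7.5 salt buffer with EDTA / Compound dosing: single point, 8 µM final nominal compound concentration / Benchmarks: DMSO low control, neomycin B high control / Timing: 5 min preincubation and 15 min binding, 25 °C / Technique: FRET fluorescence readout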
F-actin modifier – cytoskeleton assembly modification; HUVEC TNFa F-actin phalloidin imaging, high content; inhibition, % at 2 µM; 91,000 tested, 0.18% active; AID 836;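 active means inhibition above the batch mean plus 3 SD and confirmed as a hit by visual image inspection, cut at about 30% in these data, passing the limit was not always enough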; further: strong numbers were not always called active
FAK blocker – blocks human focal adhesion kinase activity; biochemical FAK kinase activity assay; inhibition, %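 (tested at 7 µM)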; 97,000 tested, 0.84% active; in the data active means inhibition above about 19%;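 further: 0% = DMSO and 100% = reference compound high control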
PLK1 PBD inh – Plk1 (human) PBD binding inhibition. P53350. Plk1 PBD phosphopeptide binding, fluorescence polarization. inhibition, %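 (tested at about 20 µM)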. 97,000 tested, 0.13% active. AID 693; in the data active means inhibition above about 34%, passing the limit was not always enough
Target sequence (P53350 whole entry, looked up): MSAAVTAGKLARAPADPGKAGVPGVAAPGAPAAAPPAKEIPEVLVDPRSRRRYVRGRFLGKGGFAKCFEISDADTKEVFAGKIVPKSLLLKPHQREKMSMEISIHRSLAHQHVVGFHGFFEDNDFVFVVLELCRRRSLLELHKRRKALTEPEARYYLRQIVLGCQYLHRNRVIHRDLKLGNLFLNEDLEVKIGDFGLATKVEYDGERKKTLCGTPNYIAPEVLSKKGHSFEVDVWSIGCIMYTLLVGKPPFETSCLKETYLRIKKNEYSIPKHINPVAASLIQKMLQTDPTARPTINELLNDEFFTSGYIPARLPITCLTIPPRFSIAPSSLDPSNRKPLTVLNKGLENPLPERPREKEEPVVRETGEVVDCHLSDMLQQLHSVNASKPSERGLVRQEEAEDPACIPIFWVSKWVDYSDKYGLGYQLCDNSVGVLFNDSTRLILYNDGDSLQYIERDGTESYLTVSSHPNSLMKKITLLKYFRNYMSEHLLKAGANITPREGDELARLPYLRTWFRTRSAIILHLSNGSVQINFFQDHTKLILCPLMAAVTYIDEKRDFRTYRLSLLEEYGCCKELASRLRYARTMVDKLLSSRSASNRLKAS
PLK1 inh – blocks human PLK1 kinase activity. P53350. recombinant PLK1 kinase, TR-FRET peptide phosphorylation. inhibition, % at 10 µM. 97,000 tested, 0.53% active;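 active means inhibition of 50% or more in the single-concentration screen; inactive means inhibition below 50%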;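 further: 0% = DMSO max control and 100% = H-89 dihydrochloride min control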
* marks the source's active call; other numbers are inactive results; / = no result given. Compounds as they come. About 3.5% of those tested had a hit in this group.

SMILES	LYP inh 2	EphB4 antag	PTPN22 act	PTK2B oligo ant	Rev-RRE block	F-actin modifier	FAK blocker	PLK1 PBD inh	PLK1 inh
CSc1cc(C)nc(NC(C)=O)n1	7	11	-7	-0.37	5	0	-9	-11	-5
N#CC1(c2ccccc2)CCC(=NO)CC1 (stereo not given)	3	2	-4	-0.24	3	14	0	12	-11
Cc1ccc(CNCCC2=CCCCC2)cc1	0	-4	1	0.51	-16	-13	-2	-7	-4
CCOCCCNC(=O)CNC(=S)N(Cc1ccccc1F)C1CCCCC1	6	7	-5	0.15	-1	2	-2	13	-3
Cc1ccc2nc(C)c(Cl)c(=O)n2c1	6	6	-4	0.37	9	8	0	-33	-9
O=S(=O)(Nc1nccs1)c1ccc2c(c1)OCCO2	-4	2	2	-0.1	8	24	-3	-8	-2
COCCOc1cnn(-c2cc(Oc3ccc(C)cc3)ncn2)c(=O)c1Cl	-14	0	9	0.08	-1	-4	4	7	-11
CC(=O)c1ccc(NC(=O)Oc2ccccc2)cc1	-3	-1	0	0.91	14	-11	-3	-3	-1
CCn1c2ccccc2c2cc(NC(=O)COC(=O)Cc3cn4ccsc4n3)ccc21	-2	-10	2	-0.18	-1	8	0	18	2
COc1ccc(OC)c(NC(=O)c2cnc3ccccn3c2=O)c1	2	-5	2	/	1	-32	-1	-17	-5
Cc1ccc(-c2noc(-c3ccccc3C(=O)N3CCOCC3)n2)cc1	-3	-9	4	-1.1	-1	17	-1	-5	-8
CCOC(=O)c1nnn(-c2nonc2N)c1CSc1ccc(C)cc1	-2	-4	1	-1.1	13	10	7	13	2
O=C(c1c(F)cccc1F)N1CCC(O)(c2cccnc2)CC1	2	1	1	0.14	5	-2	3	6	-5
O=C(C1CCC(Cn2c(=S)[nH]c3ccccc3c2=O)CC1)N1CCOCC1 (stereo not given)	-11	-3	9	0.68	1	-26	2	-22	0
O=C(CSCc1ccc([N+](=O)[O-])cc1)NCCSCc1ccccc1	-1	4	5	1	4	-5	-5	-5	-8
COc1ccc(/C(O)=C/C(=O)C(=O)Nc2c(C)n(C)n(-c3ccccc3)c2=O)cc1	8	1	-8	0.97	-1	-1	-3	-5	-8
Cn1nc(C(F)(F)F)c2cc(C(=O)NC3CC3)sc21	-12	8	9	-0.34	3	-19	0	-2	-8
Cc1ccc(P(=O)(CC(=O)O)c2ccc(C)cc2)cc1	9	-2	-9	-0.05	5	-51	0	5	-6
O=C(O)c1cccc2c1C(=O)N(Cc1ccncc1)C2	3	1	-4	0.17	9	-26	6	4	-4
CCOc1cc(C(=O)O/N=C(\N)c2ccc([N+](=O)[O-])cc2)cc(OCC)c1OCC	11	-14	-11	0.75	-1	-11	1	8	-2
CCCCNCCCOc1cccc(Cl)c1Cl	4	-6	-4	0.33	6	-8	1	-14	-2
CN(C1=C(N2CCCCC2)C(=O)c2ccccc2C1=O)c1ccccc1	23	8	-22	-0.19	15	-1	0	11	-1
CC(C)(C)n1nnnc1C(c1cccc(C#N)c1)N1CCC(Cc2ccccc2)CC1 (stereo not given)	-3	0	0	-0.51	-1	3	2	8	-4
CCC(C)NS(=O)(=O)c1ccc(OCC(=O)NCC2CCCO2)cc1 (stereo not given)	-17	4	14	0.62	-3	7	-3	-6	-15
O=C(NC(Cc1ccccc1)C(=O)N1CCCC1C(=O)O)c1ccccc1 (stereo not given)	-6	6	4	0.7	8	25	-1	-14	-12

In a second layout: entries from further up
structure | LYP inh 2 | EphB4 antag | PTPN22 act | PTK2B oligo ant | Rev-RRE block | F-actin modifier | FAK blocker | PLK1 PBD inh | PLK1 inh
O=C(CSCc1ccc([N+](=O)[O-])cc1)NCCSCc1ccccc1 | -1 | 4 | 5 | 1 | 4 | -5 | -5 | -5 | -8
COc1ccc(/C(O)=C/C(=O)C(=O)Nc2c(C)n(C)n(-c3ccccc3)c2=O)cc1 | 8 | 1 | -8 | 0.97 | -1 | -1 | -3 | -5 | -8
Cn1nc(C(F)(F)F)c2cc(C(=O)NC3CC3)sc21 | -12 | 8 | 9 | -0.34 | 3 | -19 | 0 | -2 | -8
Cc1ccc(P(=O)(CC(=O)O)c2ccc(C)cc2)cc1 | 9 | -2 | -9 | -0.05 | 5 | -51 | 0 | 5 | -6
O=C(O)c1cccc2c1C(=O)N(Cc1ccncc1)C2 | 3 | 1 | -4 | 0.17 | 9 | -26 | 6 | 4 | -4
CCOc1cc(C(=O)O/N=C(\N)c2ccc([N+](=O)[O-])cc2)cc(OCC)c1OCC | 11 | -14 | -11 | 0.75 | -1 | -11 | 1 | 8 | -2
CCCCNCCCOc1cccc(Cl)c1Cl | 4 | -6 | -4 | 0.33 | 6 | -8 | 1 | -14 | -2

Continuation:
SMILES	LYP inh 2	EphB4 antag	PTPN22 act	PTK2B oligo ant	Rev-RRE block	F-actin modifier	FAK blocker	PLK1 PBD inh	PLK1 inh
CCCCCCOc1cccc(N)c1	-12	-2	11	0.93	5	-12	0	-4	5
COC(=O)c1nn(-c2ccccc2)c(Sc2ccc(Cl)cc2)c1/C=N/O	6	-3	-2	-1.9	-4	-1	-2	15	-5
CCOC(=O)C(NC(C)=O)(NS(=O)(=O)c1ccccc1)C(F)(F)F (stereo not given)	-16	5	10	-0.06	6	4	0	5	-11
CCC(=O)Nc1ccc(F)c(Cl)c1	0	1	3	0.49	5	9	2	-4	-5
Cc1ccc(S(N)(=O)=O)cc1NC(=O)/C=C/c1cccs1	3	-7	2	0.26	0	-34	-4	2	-14
Cc1ccc(N2C(=O)c3ccccc3C2=O)cc1Cl	-10	0	10	-0.53	4	24	-2	6	-9
C=CCONC(=O)c1cc(OCC(F)(F)F)ccc1OCC(F)(F)F	2	2	1	-0.18	2	13	-2	6	-13
O=C(CN(c1ccc(F)cc1)S(=O)(=O)c1ccccc1)NCc1ccco1	-4	0	1	-1.9	-2	-10	0	0	-3
COC(=O)c1nc2cc3c(cc2c(C)c1C(=O)OC)OCO3	-4	-2	5	-0.34	2	-58	-2	-8	-10
CC1CCN(CCc2nc3cc(NS(=O)(=O)c4ccc(F)cc4)ccc3n2C)CC1	4	-6	-1	-1.1	5	7	0	-3	-9
CCOC(=O)c1ccc(NC(=O)CSc2nnnn2C2CCCCC2)cc1	1	-6	-2	0.88	4	-21	-2	3	-7
CC(C)c1nc(SCC(=O)Nc2ccc(N3CCOCC3)cc2)c2ccccc2n1	0	-5	0	-0.28	-6	18	34*	3	-6
O=[N+]([O-])c1cccc(-c2ccc(/C=N/NC(=S)Nc3ccccc3)o2)c1	3	7	0	-0.64	1	-17	-6	19	-3
Cc1cc2nnc(SCC(=O)N3C(C)CCCC3C)n2c(N)n1 (stereo not given)	-18	-3	15	0.18	4	7	0	3	-2
CCSC1(SCC)N=C(N)C2(C#N)C(c3ccccc3)NC(C)=CC12C#N (stereo not given)	-1	6	3	0.88	8	22	-7	-5	-2
CCc1ccc(NC(=O)C2CC=CCC2C(=O)O)cc1 (stereo not given)	0	2	-2	0.34	7	10	1	-2	2
O=C(CCc1nc(-c2ccccc2F)no1)NC1CCCCC1	2	-5	0	0.4	1	13	-3	7	-1
COc1cc2nc(NCCCN3CCN(C)CC3)n3nc(-c4ccccc4)nc3c2cc1OC	2	11	-3	0.16	3	-3	4	-17	4
Cc1cccc(OCCn2c(=S)[nH]c3ccccc32)c1	-3	-3	3	-1.2	-1	-3	1	1	-7
COc1ccc(CCNC(=O)Cn2cnc3c(cnn3C(C)(C)C)c2=O)cc1OC	-11	1	9	0.45	7	-20	-1	-16	-3
CCOC(=O)c1ccc(N2N=C(C)/C(=C/C=C/c3ccco3)C2=O)cc1	13	3	-13	-0.7	1	17	-1	-13	-4
Cc1ccc(N2CCN(C(=O)N3CCCC3)CC2)cc1C	4	-1	-2	-0.09	-1	-4	0	-19	-4
Cn1nnc(NC(=O)c2ccco2)n1	-1	7	0	-0.57	7	1	4	12	0
Cc1cccnc1NCc1ccc(O)c2ncccc12	12	3	-14	0.33	3	11	5	-19	26
Cc1c(C)n(C(=O)CSc2nc3ccccc3[nH]2)c2ccccc12	4	-5	-4	0.27	11	-5	3	-13	-3
Next entries:
SMILES	LYP inh 2	EphB4 antag	PTPN22 act	PTK2B oligo ant	Rev-RRE block	F-actin modifier	FAK blocker	PLK1 PBD inh	PLK1 inh
O=C1CCCC2=C1C(c1ccc(Cl)cc1)N1C(=O)CCSC1=N2 (stereo not given)	-2	2	1	-0.39	6	24	1	10	-4
COc1ccc(-c2nnc(-c3cc(OC)c(OC)c(OC)c3)o2)cc1OC	2	1	-2	-1.3	4	11	0	5	-23
CCN(CC)C(=O)C1=C(C)Nc2nc3ccccc3n2C1c1cccc(OC)c1 (stereo not given)	5	-3	-2	0.27	8	/	0	-1	-7
CCOc1ccc2nc(SCC(=O)Nc3ccc4c(c3)OCCO4)[nH]c2c1	4	5	-1	-2.6	13	-6	-1	-6	-11
COc1ccc(S(=O)(=O)NCCSCc2ccco2)cc1Cl	8	2	-11	0.57	4	-2	-1	0	-10
Cc1ccc(C)c(Cn2c(=O)n(CCCC(=O)NCc3ccco3)c(=O)c3sccc32)c1	4	4	-5	-0.73	11	-17	-1	1	-4
Cc1cc(C)nc(SCC(=O)Nc2ccc(S(=O)(=O)Nc3onc(C)c3C)cc2)n1	5	5	-8	/	6	-6	-5	-4	-17
CN(CC(O)COc1ccc(OCC(O)CN(C)C2CCCCC2)cc1)C1CCCCC1 (stereo not given)	-3	-2	3	0.41	-3	-8	0	-17	-3
O=C(CCc1nc(-c2ccc(Cl)cc2)no1)OCc1ccc(Br)cc1	-2	4	2	2.7	16	-2	0	11	-17
COc1ccc(CNC(=O)C2CCN(C(=O)N3CCOc4ccc(C)cc43)CC2)cc1	-6	-2	6	0.35	3	-19	7	-6	-3
C=CCn1c(SCc2cccnc2)nnc1-c1ccncc1	1	-2	-4	0.56	1	-13	0	26	-2
COc1ccc(NC(=O)Nc2ncn(Cc3cccc(C(F)(F)F)c3)n2)cc1OC	8	6	-9	-2	12	-5	2	-23	-5
CC(=O)Nc1ccc(S(=O)(=O)Nc2nc3ccc(C)cc3s2)cc1	-1	-6	-2	-0.15	0	-24	-6	8	-9
